# High-throughput results from PubChem BioAssay.
# Scp1 inh = blocks human Scp-1 phosphatase activity; Recombinant Scp1, phosphopeptide, malachite green phosphate absorbance; inhibition, % at 20 µM; 340,000 compounds, 0.88% hits;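 active = inhibition above about 50% at 20 µM, limit read from the data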;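 also: plate controls were DMSO wells with enzyme for no effect and wells lacking enzyme for full effect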
# Target sequence (Q9GZU7 76-261 limits assumed): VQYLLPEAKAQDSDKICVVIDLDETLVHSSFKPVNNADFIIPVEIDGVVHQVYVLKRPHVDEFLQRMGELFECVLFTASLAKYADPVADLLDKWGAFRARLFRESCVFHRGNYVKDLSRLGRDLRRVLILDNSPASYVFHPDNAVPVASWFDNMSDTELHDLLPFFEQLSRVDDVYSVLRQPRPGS
#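 Test system: SCP-1 phosphatase catalytic domain, residues 76-261; measured by: colorimetric phosphate reagent with accelerator and stabiliser, absorbance at 630 nm; timing: enzyme reaction 45 min at room temperature, colour 5 min, stabilisation 30 min; also added: Phosphorylated 17-residue peptide substrate; compound dosing: one concentration, 20 µM, with 1.0% DMSO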
# STEP block = STEP (human) phosphatase inhibition; recombinant STEP, OMFP fluorogenic substrate, fluorescence; inhibition, % at 20 µM; 360,000 compounds, 0.25% hits;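 active = inhibition at 20 µM, scaled per plate between control wells, above about 37%, limit read from the data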;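 also: 0% = DMSO with enzyme and substrate and 100% = substrate only without enzyme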
#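 Assay system: isolated STEP enzyme. Buffer or medium: pH 6.0 Bis-Tris with DTT and Tween 20. Also added: fluorogenic phosphatase substrate OMFP at 25 µM final. Dosing: 20 µM, 1% DMSO. Timing: 20 min reaction, room temperature, in the dark. Measured by: fluorescence intensity, excitation 480 nm, emission 540 nm. Evaluation: normalized % inhibition.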
# SUMO1-SIM PPI = alters human SUMO1 binding to SIM partners | P63165 | SUMO1 binding to a labelled peptide, TR-FRET, 1 h | inhibition, % at 20 µM | 360,000 compounds, 0.33% hits | AID 602429; in the data active = inhibition above about 37%
# Target sequence (P63165 whole entry, looked up): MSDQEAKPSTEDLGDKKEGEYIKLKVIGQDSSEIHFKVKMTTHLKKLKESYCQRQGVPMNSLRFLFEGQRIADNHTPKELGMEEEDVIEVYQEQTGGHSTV
# TbMetRS inhib = Trypanosoma brucei MetRS inhibition; purified T. brucei MetRS, ATP depletion, Kinase-Glo luminescence; inhibition, % at 11.9 µM; 360,000 compounds, 0.4% hits;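 active = inhibition above a per-plate cutoff of the control wells' mean inhibition plus 3 SD, cut at about 5.5% in these data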;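 also: 0% = DMSO wells median and 100% = median of wells with control inhibitor compound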
#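 Test system – parasite MetRS enzyme · Reagent – substrates ATP, L-methionine and bulk Escherichia coli tRNA · Doses – 11.9 µM compound single dose, 0.9% DMSO · Times – 15 min enzyme-compound preincubation, 2 h reaction, 10 min detection, 25 °C · Signal – Kinase-Glo luminescence, ATP depletion format · Controls – DMSO-only wells as low control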
# CSN inh = blocks human CSN-mediated cullin deneddylation | Q92905 | Purified CSN, SCF-Nedd8-OG deneddylation, fluorescence polarization | inhibition, % at 12.5 µM | 360,000 compounds, 0.38% hits | AID 651999;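 active = pattern-corrected inhibition above about 35%, with an unprinted fluorescence ratio check between 0.5 and 1.5, limit read from the data, passing the limit was not always enough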;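 also: 0% = enzyme with substrate and 100% = substrate without enzyme; some results filed as inactive read as strong as hits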
#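 Assay system: purified human Csn5 enzyme expressed in HEK293T cells; measure: % inhibition; also added: SCFSkp2-Nedd8OG substrate at 10 nM final; technique: fluorescence polarization; times: reaction 90 min, room temperature; medium: Tris buffer pH 7.5, NaCl, DTT, Tween-20, trehalose, ovalbumin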
# Rpn11 block = inhibitors of human proteasome Rpn11. AID 588493. human 26S proteasome, Ub4-pepOG fluorescence polarization; 20S core pre-blocked with epoxomicin. 360,000 compounds, 0.59% hits. calls only at 20 µM;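 active = inhibition at 20 µM, scaled to each plate's controls, above about 33%, limit read from the data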
# Target sequence (O00487 whole entry, looked up): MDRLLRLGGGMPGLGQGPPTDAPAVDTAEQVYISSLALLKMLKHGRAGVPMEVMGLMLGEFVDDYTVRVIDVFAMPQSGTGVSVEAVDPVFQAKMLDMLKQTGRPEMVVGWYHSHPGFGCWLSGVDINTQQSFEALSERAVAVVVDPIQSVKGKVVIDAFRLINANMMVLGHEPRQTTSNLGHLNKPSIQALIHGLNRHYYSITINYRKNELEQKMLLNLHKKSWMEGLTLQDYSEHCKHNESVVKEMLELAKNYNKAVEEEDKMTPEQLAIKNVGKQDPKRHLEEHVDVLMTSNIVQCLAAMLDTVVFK
# LMPTP block = blocks human LMPTP phosphatase; 360,000 compounds, 0.22% hits; recombinant LMPTP-A, OMFP fluorogenic substrate, fluorescence intensity; P24666; inhibition, % at 20 µM;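 active = compounds that cut the enzyme signal by at least half of the control window in the single-dose screen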;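 also: plate controls were DMSO wells with enzyme plus substrate for no effect and substrate without enzyme for full effect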
# Target sequence (P24666 whole entry, looked up): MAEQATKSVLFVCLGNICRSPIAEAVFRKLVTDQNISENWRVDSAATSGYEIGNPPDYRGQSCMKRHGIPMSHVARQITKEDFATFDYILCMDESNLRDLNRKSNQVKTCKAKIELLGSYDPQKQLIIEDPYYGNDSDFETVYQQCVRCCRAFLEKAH
#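 Material: LMPTP-A; amount: 0.625 nM enzyme; doses: single 20 µM dose; times: reaction 50 min, room temperature, dark; technique: fluorescence intensity of OMFP turnover product; benchmarks: no-enzyme and uninhibited controls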
# NadD inh = inhibitors of Staphylococcus aureus NadD; purified NadD enzyme, colorimetric absorbance read-out; inhibition, % at 20 µM; 360,000 compounds, 0.78% hits; AID 602399; in the data active = inhibition above about 26%; also: some compounds past the cut are filed as inactive
# MsrA inhibitor = inhibits bovine methionine sulfoxide reductase A | purified bovine MsrA, absorbance read-out | inhibition, % at 15.5 µM | 360,000 compounds, 0.75% hits | AID 651718; in the data active = inhibition above about 4.5%;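 also: 0% = vehicle wells with enzyme and 100% = reference inhibitor wells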
# DNMT1 inh = DNMT1 (human) enzyme inhibition; P26358; DNMT1 molecular beacon, Hinp1I cleavage, fluorescence; inhibition (reported as % activation of signal), % at 10 µM; 360,000 compounds, 0.83% hits; AID 588458; in the data active = inhibition above about 50%
# Numbers without * were called inactive; i = inactive; · = not tested or not shown. Not a hit list; 3.9% or so of the library scored in one or more.
1	CC1(C)CCC(=O)N2CC[C@H]3c4cc5ccccc5nc4C[C@@H]1[C@H]32
2	CC1(C)CC(=O)C(C=NCc2cccnc2)=C(O)C1
3	O=C(/C=C/c1ccncc1)c1ccc2c(c1)OCCO2
4	Cc1ccc(NC(=O)C2(C)CCN2CCc2ccccc2)cc1 (centres undefined)
5	O=C(c1ccccc1)N1CCC(CC2CC(c3cccc(Br)c3)=NO2)(C(=O)NCC2CCCCC2)CC1 (centres undefined)
6	CN(Cc1ccccc1)C(=O)COC(=O)/C=C/c1ccco1
7	Cc1cccc(/C=N/NC(=O)c2c(-c3ccccc3)noc2C)c1O
8	Nc1nc(O)c(CC(=O)O)s1
assay / compound	1	2	3	4	5	6	7	8
Scp1 inh	7	-2	-4	·	4	65*	-14	-7
STEP block	-2	-1	-2	2	2	8	-3	1
SUMO1-SIM PPI	-5	0	1	-1	4	-12	-7	0
TbMetRS inhib	-0.3	-0.3	-0.9	-0.4	-0.2	0.2	-0.2	-0.8
CSN inh	2	0	1	2	-1	-3	0	-4
Rpn11 block	i	i	i	i	i	i	i	i
LMPTP block	-1.1	-1.3	-0.5	1.1	2.5	12	1.4	1.2
NadD inh	3	-3	-5	3	1	2	-6	2
MsrA inhibitor	-0.4	1.0	-0.3	-0.5	·	-0.2	-0.1	-1.4
DNMT1 inh	-4	7	2	6	-6	32	-1	4

# Overlap with the part before: 4 compounds, then new ones.
5	O=C(c1ccccc1)N1CCC(CC2CC(c3cccc(Br)c3)=NO2)(C(=O)NCC2CCCCC2)CC1 (centres undefined)
6	CN(Cc1ccccc1)C(=O)COC(=O)/C=C/c1ccco1
7	Cc1cccc(/C=N/NC(=O)c2c(-c3ccccc3)noc2C)c1O
8	Nc1nc(O)c(CC(=O)O)s1
9	COc1ccc(CN2CCNC(=O)C2CC(=O)NCc2cn3ccc(C)cc3n2)c(OC)c1 (centres undefined)
10	CC#CC(=O)NCC1(N(C)Cc2ccccc2)Cc2ccccc2C1
11	CCSc1nnc2ccc(-c3ccc(C)cc3)nn12
12	CC[C@@]12C(=O)N(c3ccccc3)C(=O)N1[C@H](c1ccc(OC)cc1)[C@@H]1C(=O)N(C(C)(C)C)C(=O)[C@@H]12
13	O=C(CSc1ccc2nnc(-c3ccccn3)n2n1)Nc1nccs1
14	O=C(c1ccc(CNc2c(N3CCCC3)c(=O)c2=O)cc1)N1CC=C(c2ccccc2)CC1
15	COc1ccc(S(=O)(=O)c2c(O)c3ccc(C(=O)Nc4ccccc4Cl)cc3[nH]c2=O)cc1
16	CC(C)(C)c1ccc(CCC2OCC(CN3CCOCC3)O2)cc1 (centres undefined)
assay / compound	5	6	7	8	9	10	11	12	13	14	15	16
Scp1 inh	4	65*	-14	-7	-3	-5	2	-11	-6	-3	-1	-10
STEP block	2	8	-3	1	0	0	0	-1	2	2	3	2
SUMO1-SIM PPI	4	-12	-7	0	-2	9	-24	0	20	0	23	-4
TbMetRS inhib	-0.2	0.2	-0.2	-0.8	-0.6	-0.4	-0.2	-0.2	-0.7	-0.6	-0.1	-0.9
CSN inh	-1	-3	0	-4	0	-1	5	0	1	2	-3	3
Rpn11 block	i	i	i	i	i	i	i	i	i	i	i	i
LMPTP block	2.5	12	1.4	1.2	0.7	0.2	-0.6	-0.8	-0.9	-0.6	-2.2	-1.4
NadD inh	1	2	-6	2	-2	-1	-1	0	0	7	3	-9
MsrA inhibitor	·	-0.2	-0.1	-1.4	-0.1	-1.4	-0.3	0.5	0.8	1.3	0.2	-0.1
DNMT1 inh	-6	32	-1	4	2	-4	0	7	3	9	2	3

17	Cc1ccc([C@@H]2CC=C(C(=O)O)[C@H](c3ccccc3F)N2S(=O)(=O)c2ccccc2C)cc1
18	CCN(Cc1ccccc1)C(c1cc2ccc(C)cc2[nH]c1=O)c1nnnn1CCOC (centres undefined)
19	Cc1ccc(OCc2nc(C#N)c(N3CCN(Cc4ccccc4)CC3)o2)cc1
20	CN(C)Cc1csc(NC(=O)Nc2cccc(C(F)(F)F)c2)n1
21	CSCCC(NS(=O)(=O)c1ccccc1F)C(=O)NCc1cccs1 (centres undefined)
22	COc1ccc(NC(=O)CSc2ncccn2)cc1S(=O)(=O)N1CCCCC1
23	CCc1cccc(CC)c1NC(=O)C1CC(=O)N(c2ccc3c(c2)OCCO3)C1 (centres undefined)
24	COC(=O)c1cc(NCc2ccc3c(c2)OCO3)ccc1N1CCOCC1
assay / compound	17	18	19	20	21	22	23	24
Scp1 inh	1	-7	-3	·	1	15	8	-6
STEP block	3	-2	2	3	-2	-1	-3	0
SUMO1-SIM PPI	3	-18	2	-4	-2	-3	-2	-10
TbMetRS inhib	-1.3	-0.4	-0.3	-0.1	-0.3	0.1	-1.5	0.6
CSN inh	2	-4	-2	0	0	-2	1	-1
Rpn11 block	i	i	i	i	i	i	i	i
LMPTP block	-0.7	-0.7	3.8	-0.2	-0.3	0.3	-0.5	-1.1
NadD inh	4	1	9	-3	-5	0	-3	5
MsrA inhibitor	-1.6	1.9	0.6	-0.9	0.9	1.8	-0.3	-0.5
DNMT1 inh	3	-2	-7	-6	-2	3	3	-6

# Entries listed so far with an aryl methoxy group, in the order listed:
9	COc1ccc(CN2CCNC(=O)C2CC(=O)NCc2cn3ccc(C)cc3n2)c(OC)c1 (centres undefined)
12	CC[C@@]12C(=O)N(c3ccccc3)C(=O)N1[C@H](c1ccc(OC)cc1)[C@@H]1C(=O)N(C(C)(C)C)C(=O)[C@@H]12
15	COc1ccc(S(=O)(=O)c2c(O)c3ccc(C(=O)Nc4ccccc4Cl)cc3[nH]c2=O)cc1
22	COc1ccc(NC(=O)CSc2ncccn2)cc1S(=O)(=O)N1CCCCC1
assay / compound	9	12	15	22
Scp1 inh	-3	-11	-1	15
STEP block	0	-1	3	-1
SUMO1-SIM PPI	-2	0	23	-3
TbMetRS inhib	-0.6	-0.2	-0.1	0.1
CSN inh	0	0	-3	-2
Rpn11 block	i	i	i	i
LMPTP block	0.7	-0.8	-2.2	0.3
NadD inh	-2	0	3	0
MsrA inhibitor	-0.1	0.5	0.2	1.8
DNMT1 inh	2	7	2	3

# Returning to the listing; the 2 compounds before the break are reprinted first.
23	CCc1cccc(CC)c1NC(=O)C1CC(=O)N(c2ccc3c(c2)OCCO3)C1 (centres undefined)
24	COC(=O)c1cc(NCc2ccc3c(c2)OCO3)ccc1N1CCOCC1
25	O=C(Cc1csc(-c2cccc(F)c2)n1)Nc1cccc(S(=O)(=O)NC2=NCCC2)c1
26	O=C1CN(C(=O)COC(=O)c2ccc[n+]([O-])c2)c2ccccc2N1
27	COc1ccccc1N1CCN(C(=O)c2ccccc2N(C)S(=O)(=O)c2ccc(C)cc2)CC1
28	O=C(CN1CCN(Cc2cccc(Cl)c2)C1=O)NCC1CCCO1 (centres undefined)
29	Cc1cc2c(cc1C)-c1nnnn1C(N1CCCC1)C(=O)N2 (centres undefined)
30	CC(C)NC(=O)C1(C)Cc2c(-c3ccc(C(N)=O)cc3)ccnc2O1 (centres undefined)
31	CC(C)N(C(=O)COC(=O)c1ccc(O)cc1)C(C)C
32	Cc1ccccc1OCC(=O)Nc1nnc(C2CCCC2)s1
assay / compound	23	24	25	26	27	28	29	30	31	32
Scp1 inh	8	-6	·	7	-2	25	·	·	3	-9
STEP block	-3	0	2	0	-3	2	·	-1	-8	2
SUMO1-SIM PPI	-2	-10	1	-1	-2	5	5	1	-2	1
TbMetRS inhib	-1.5	0.6	-0.2	-1.3	0.1	0.3	-0.1	-0.3	-1.3	0.8
CSN inh	1	-1	0	-5	7	1	-3	3	3	-2
Rpn11 block	i	i	i	i	i	i	·	i	i	i
LMPTP block	-0.5	-1.1	0.9	1.9	0.3	-2.9	-0.9	-1.4	-0.5	-1.1
NadD inh	-3	5	11	4	5	1	·	3	5	6
MsrA inhibitor	-0.3	-0.5	-0.4	-0.9	0.0	-0.9	-0.6	0.4	0.6	0.6
DNMT1 inh	3	-6	-40	-5	-2	5	·	0	0	5

33	COc1ccc(OC)c(S(=O)(=O)Nc2cc(Cl)cc(Cl)c2)c1
34	COCc1nnc(NC(=O)c2cc(Cl)ccc2OC)s1
35	CC(C)c1nnc(NC(=O)CCC(=O)NC2CCCCCCC2)s1
36	CC1(C(=O)NCCc2ccccc2)Cc2c(-c3cccc(C(F)(F)F)c3)ccnc2O1 (centres undefined)
37	C=C(C)CN(CC)c1nc(N)c(C#N)c(CC#N)c1C#N
38	Cn1nc(C(=O)NNC(=O)c2ccc(Cl)c(S(N)(=O)=O)c2)c2ccccc2c1=O
39	Cc1cccc(S(=O)(=O)N2CN(Cc3ccco3)c3nc4ccccc4nc32)c1
40	O=C(c1ccc2c(=O)n3c(nc2c1)CCCCC3)N1CCc2ccccc21
41	COc1ccc(CN(C(=O)c2ccco2)C2CC(C)N(C)CC2C)cc1 (centres undefined)
42	Fc1cccc(F)c1-n1c(CN2CCCC2)csc1=S
assay / compound	33	34	35	36	37	38	39	40	41	42
Scp1 inh	-7	-11	-9	·	-6	0	1	-2	-6	-3
STEP block	-8	3	4	3	-1	-3	-4	-3	0	-1
SUMO1-SIM PPI	3	1	1	0	3	-2	12	1	-6	-1
TbMetRS inhib	2.4	0.2	-0.6	0.3	-0.4	-0.4	0.7	0.2	0.5	-0.1
CSN inh	4	4	-6	0	3	0	-6	-2	-3	3
Rpn11 block	i	i	i	i	i	i	i	i	i	i
LMPTP block	7.0	0.1	-0.9	1.8	-1.4	-1.3	2.5	0.7	0.0	-0.8
NadD inh	-6	1	-4	-6	-4	4	22	2	5	0
MsrA inhibitor	0.2	0.0	0.2	-1.0	2.9	1.6	1.4	0.2	3.0	1.4
DNMT1 inh	3	-1	0	0	-1	3	1	2	-1	-3
